UDG counterscr – blocks uracil-DNA glycosylase in AID counter-screen. FRET deamination/UDG coupled assay, UDG read, 4 h. Potency, µM (series often up to 115 µM), for the others: top-dose activity change, negative = inhibition, hits mostly inhibitors. 91,000 compounds, 0.14% hits. AID 1347430; note: nearly all actives have a fitted effect of over 65% in size
AID inhibitor – blocks human AID cytidine deaminase activity. Q9GZX7. AID deamination FRET fluorescence, UDG-coupled, 4 h. Potency, µM (highest dose often 115 µM), for inactives: top-dose activity change, negative = inhibition, most hits filed as inhibitors. 91,000 compounds, 0.32% hits. AID 1347428; note: nearly all actives have a fitted effect of over 25% in size
Target sequence (Q9GZX7 whole entry, looked up): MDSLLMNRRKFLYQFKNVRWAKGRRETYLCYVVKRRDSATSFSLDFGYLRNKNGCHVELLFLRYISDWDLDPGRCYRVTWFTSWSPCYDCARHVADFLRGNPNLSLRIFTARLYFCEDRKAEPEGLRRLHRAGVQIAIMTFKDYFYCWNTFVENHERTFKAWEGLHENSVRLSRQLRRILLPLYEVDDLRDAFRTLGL
Numbers without * were called inactive; ? = inconclusive; & = joins results of further samples; [ ] = another dose, or the depositor's remark. Calls come from the whole dose curve; as a rule, active = well fitted curve in the direction sought with a large enough effect; inconclusive = small, poorly fitted or top-dose-only effect, or another doubt; inactive = no such curve, though single readings can be large; an effect the other way counts as inactive or inconclusive. % is set by controls: 0 for no effect and ±100 for the full control effect; potency is the fitted concentration of half-maximal effect. These rows are one share of the data. The share of hits here may be higher or lower than overall.

| SMILES | UDG counterscr | AID inhibitor |
| --- | --- | --- |
| COc1ccc(-c2nc3cc(C(C)C)ccc3o2)cc1NC(=O)c1ccc(C)c(Cl)c1 | 15% | 26% |
| CC(C)CCNC(=O)c1nccnc1N | -4% | -1% |
| CCN(CC)c1ccc(NC(=O)c2cc(C)nc3c2c(C)nn3-c2cccc(F)c2)c(C)c1 | 8% | 0% |
| CCN1CCN(c2nnc(-n3cccc3C(=O)Nc3cccc(OC)c3)s2)CC1 | -22% | 7% |
| NC(=O)c1ccccc1NC(=O)Cn1nc(Cc2cccnc2)c2ccccc2c1=O | -1%[57.5 µM] | -30% |
| CCCCCCCNC(=O)CC#N | 3% | 20% |
| CCSc1nnc(NC(=O)c2cc(=O)c3cc(C)c(C)cc3o2)s1 | -9% | -2% |
| CCCOc1ccc(Br)cc1C1C(C(=O)OC)=C(C)Nc2nnnn21 (configuration not stated) | 12% | 0% |
| Cc1ccc(Cl)cc1Nc1sc(C(=O)c2ccccc2)c(N)c1S(=O)(=O)c1ccccc1 | 8% | -10% |
| COc1ccc(C(=O)Nc2ccc3nc(N4CCCCC4)cc(C)c3c2)cc1OC | -11% | 4% |
| CNCc1ccc(OCc2ccccc2Cl)c(OC)c1 | 9% | -3% |
| CCOc1ccc(NC(=O)[C@H](Cc2ccccc2)N2Cc3ccccc3C2=O)cc1 | 0% | 8% |
| O=C(NCc1noc2ccccc12)N1CCN(c2ccccc2)CC1 | -5% | -9% |
| COc1cc(C(=O)Nc2cccc(OCc3cc(=O)n4c(C)csc4n3)c2)cc(OC)c1OC | -7% | 29% |
| COc1ccc(NC(=O)Cn2c(SCc3ccc(F)cc3)nc3cccnc32)c(OC)c1 | 6%[57.5 µM] | -17% |
| O=C(O)c1ccc2c(c1)c(C(C(=O)O)N1CCN(c3ncccn3)CC1)cn2Cc1ccccc1 (configuration not stated) | -2% | 8% |
| CCN(Cc1ccccc1)C(=O)CCc1c(C)nc2c(c(C)nn2-c2ccc(C)c(C)c2)c1C | -8% | 3% |
| CC(=O)c1ccc(NC(=O)c2ccc(NC(=O)CCS(=O)(=O)c3cccs3)cc2)cc1 | 6% | 18% |
| CCOc1ccc(NC(=O)N2CCOc3ccccc32)cc1 | 1% | -24% |
| Fc1ccc(/C=N/N=C/c2ccc(F)cc2)cc1 | 5% | -2% |
| Fc1ccc(-n2cc(-c3ccccc3)c3c(NCCc4ccccc4)ncnc32)cc1 | -4%[57.5 µM] | -20% |
| COC(=O)C(Cl)(C(=O)OC)C(OC)(C(=O)OC)C(=O)OC | -3% | 0% |
| COc1ccc(OC)c(NC(=O)c2cccc3c2C(=O)N(C2CCCCC2)C3)c1 | 2% | 52%[activator] |
| COC(=O)c1ccc(NC(=O)c2nn(C)c3c2COc2ccccc2-3)cc1 | 5%[57.5 µM] | 9% |
| CCOc1cc(/C=C2\NC(=O)NC2=O)cc(Cl)c1OCC | 5% | 8% |
| Cc1ccccc1Cn1cc(CCC(=O)NCc2cccc(Br)c2)c2ccccc21 | 5% | 1% |
| Cc1cc(C)n2nc(CNS(=O)(=O)c3ccccc3)nc2n1 | -18%[57.5 µM] | 11% |
| O=S(=O)(c1ccc2c(c1)OCCO2)c1nc(-c2ccco2)oc1NC1CC1 | 4% | 3% |
| CNC(=S)NCCSCc1ccccc1F | 8% | 2% |
| O=C(O)CCC(=O)N1CCc2cc(S(=O)(=O)NCc3ccc(F)cc3)ccc21 | 2% | 13% |
| COc1ccc(CNC(=O)c2cc3c(-c4ccccc4F)nn(C)c3s2)cc1 | -19% | ? |
| CCCCN1C(=O)C(O)(c2c(C)[nH]c3ccccc23)c2ccccc21 (configuration not stated) | -9% | -13% |
| CCOC(=O)c1cnc2ccc(C)cc2c1Nc1cccc([N+](=O)[O-])c1 | -6% | -7% |
| Cc1cccc2c(=O)c(-c3ccccc3)c(NC(=O)CC(C)C)oc12 | 1% | -5% |
| O=C(Cc1ccc2ccccc2c1)Nc1cnc2ccccc2c1 | 1% | -3% |
| COc1ccc(NC(=O)N(CCC(C)C)C(C)c2cccs2)c(OC)c1 (configuration not stated) | -14%[57.5 µM] | ? |
| Cc1ccc(CN(C)C(=O)c2cc(-c3ccncc3)nc3ccccc23)o1 | -5% | -5% |
| Cc1nc2ccccc2c(C(=O)NO)[n+]1[O-] | -4% | 3% |
| COC(=O)c1ccc(NC(=O)CC2C(=O)N(c3ccccc3)C(=O)N2C2CCCC2)cc1 (configuration not stated) | 12% | 5% |
| COc1ccc(Nc2oc(/C=C/c3ccc(F)cc3)nc2C#N)cc1 | -2%&-21% | ? |
| Cc1ccc(Cn2nnc3sc4c(c3c2=O)CCC(C)C4)cc1 (configuration not stated) | 5% | 12% |
| Cc1cc(C)cc(NC(=O)C2CCN(S(=O)(=O)c3c(C)noc3/C=C/c3ccco3)CC2)c1 | -4%[57.5 µM] | 0% |
| CC(C)c1ccc(NS(=O)(=O)c2ccc3[nH]cc(C(=O)NC4CCCCC4)c(=O)c3c2)cc1 | -1% | -12% |
| O=C(COc1ccc(Br)cc1)OCCCC(=O)c1ccccc1 | -4% | -1% |
| CC(C)CCC(C)NC(=O)c1ccc(CNC(N)=O)cc1 (configuration not stated) | 0% | -6% |
| Cc1ccc([N+](=O)[O-])cc1S(=O)(=O)N1CCn2cccc2C1c1ccccc1F (configuration not stated) | -23%[57.5 µM] | -11% |
| CCC(=O)N1CCc2cc(Br)cc(S(=O)(=O)NCCc3cccc(C)c3)c21 | -4%[57.5 µM] | 1% |
| COc1ccc(C2=NC(c3ccccc3)=Nc3ccc(C)cc3N2)cc1 | 79µM* | 11% |
| Cc1cc(=O)oc2cc(OC(=O)[C@@H](NC(=O)OC(C)(C)C)C(C)C)c(Cl)cc12 | -3% | 2% |
| CC(C)(C)OC(=O)N1CCC(c2c(C(=O)Nc3ccc4c(c3)OCCO4)cnn2-c2ccccc2)CC1 | 73%[activator] | ? |

Continued:
| SMILES | UDG counterscr | AID inhibitor |
| --- | --- | --- |
| COC(=O)c1cc2oc3ccccc3c2n1Cc1nc(-c2ccccc2Cl)oc1C | -12% | 15% |
| COc1cccc(C(=O)NCC(c2ccc(N(C)C)cc2)N2CCOCC2)c1OC (configuration not stated) | 18% | -10% |
| CCOc1ccc(C(=O)Nc2ccc(C(=O)OCc3cc(=O)n4c(C)csc4n3)cc2)cc1 | -19% | ? |
| COc1cc(OC)c(NC(=O)CCCn2nc(C)c3c(C)n(-c4ccccc4)nc3c2=O)cc1Cl | 32%[activator] | 11% |
| CCOC(=O)c1c(C)c(C(=O)Nc2cccc(Cl)c2C)c(C)n1C | -1% | -2% |
| Cc1ccsc1C(=O)Nc1cccc2c1CCCC2 | 1% | -10% |
| Cc1ccc(C)c(Cn2c(=O)n(Cc3ccccc3)c(=O)c3c2c2cc(C)ccc2n3C)c1 | -3% | -2% |
| CC(Sc1nnc(-c2ccccc2F)n1C1CC1)c1ccc(F)cc1 (configuration not stated) | 3% | -3% |
| O=C(CCCc1ccccc1)NC1CC(=O)N(c2ccc(Cl)cc2)C1 (configuration not stated) | -6% | -13% |
| Cc1ccc2nc3c(cc(C#N)c(=O)n3-c3nnc(SCc4ccccc4)s3)c(=O)n2c1 | 0% | 14% |
| O=C(NCC(c1cccnc1)N1CCN(Cc2ccccc2)CC1)C(=O)Nc1cccc(Cl)c1 (configuration not stated) | 1% | -12% |
| O=Cc1ccc(OCc2ccccc2Cl)c(Cl)c1 | -15% | ? |
| Cc1ccccc1NC(=O)CSC1=C(C#N)C(c2ccccc2F)CC(=O)N1 (configuration not stated) | 4% | -9% |
| Cc1ccc(S(=O)(=O)c2cn(C)c3cc(N4CCCC4)c(F)cc3c2=O)c(C)c1 | 3% | -9% |
| C(#Cc1cc(-c2ccccc2)nc(-c2ccccc2)c1)c1ccccc1 | -3% | -3% |
| O=C(NCc1ccco1)c1cc(-c2ccccc2)nc2ccccc12 | -5% | -5% |
| CC(=O)c1ccc(NC(=O)c2nc(-c3ccc(C)cc3)n3c2CCCCC3)cc1 | -6% | 12% |
| Cc1ccc(C(=O)Nc2nc(-c3ccccc3)ns2)cc1 | ? | -22% |
| CC(=O)N(Cc1ccco1)CC1C(C)C=C(C)CC1C (configuration not stated) | -3% | -7% |
| CCSc1ncc(Cl)c(C(=O)N(Cc2ccccc2)c2ccc(OC)cc2)n1 | -10% | ? |
| Cc1ccc(NC(=O)CCNS(=O)(=O)c2ccc3c(c2)CCCC(=O)N3)cc1 | 1% | 5% |
| Cc1ccc(SCC(=O)Nc2ccc3oc(-c4ccccc4C)nc3c2)cc1 | ? | 1% |
| CC1=C(c2ccc(C)cc2)S(=O)(=O)N(Cc2ccc(C(=O)NCc3cccc(C)c3)cc2)C1=O | -4% | -4% |
| O=C1OCC2=C1C(c1ccc3c(c1)OCO3)CC(=O)N2c1ccc(C(F)(F)F)cc1 (configuration not stated) | 4% | -1% |
| Cc1ccc2c(CN3CCN(c4ccccc4F)CC3)cc(=O)oc2c1 | 2% | 5% |
| COc1cccc(N2C(=O)CSC23C(=O)N(CC(=O)Nc2cccc(Cl)c2)c2ccccc23)c1 (configuration not stated) | 1% | -24% |
| O=C(Nc1cc(Cl)cc(Cl)c1)c1ccc2c(c1)N(Cc1cccc(Cl)c1)C(=O)c1ccccc1S2=O (configuration not stated) | 2% | 8% |
| O=C(O)CCC(NS(=O)(=O)c1cccc(Cl)c1)C(=O)O (configuration not stated) | 4% | -1% |
| CC1(C)Cc2c(sc3ncn4nc(-c5cccc(O)c5)nc4c23)CO1 | 2% | -15% |
| O=C(CSc1nnc(-c2ccccc2Cl)o1)N1CCCc2ccccc21 | -17% | 28µM* |

At a glance, some entries already given:
| SMILES | UDG counterscr | AID inhibitor |
| --- | --- | --- |
| Cc1cc(=O)oc2cc(OC(=O)[C@@H](NC(=O)OC(C)(C)C)C(C)C)c(Cl)cc12 | -3% | 2% |
| CC(C)(C)OC(=O)N1CCC(c2c(C(=O)Nc3ccc4c(c3)OCCO4)cnn2-c2ccccc2)CC1 | 73%[activator] | ? |
| COC(=O)c1cc2oc3ccccc3c2n1Cc1nc(-c2ccccc2Cl)oc1C | -12% | 15% |
| COc1cccc(C(=O)NCC(c2ccc(N(C)C)cc2)N2CCOCC2)c1OC (configuration not stated) | 18% | -10% |
| CCOc1ccc(C(=O)Nc2ccc(C(=O)OCc3cc(=O)n4c(C)csc4n3)cc2)cc1 | -19% | ? |

Later entries
| SMILES | UDG counterscr | AID inhibitor |
| --- | --- | --- |
| CCCCN1CC(c2nc3ccccc3n2CCCCOc2ccc(C)c(C)c2)CC1=O (configuration not stated) | ? | ? |
| CC(=O)NC(O)C(O)NC(C)=O (configuration not stated) | 7% | 6% |
| O=C(CCS(=O)(=O)c1nc(-c2cccs2)cc(C(F)(F)F)n1)Nc1ccc(OC(F)(F)F)cc1 | -24% | 10µM* |
| O=c1c2c(-c3ccc(Cl)cc3)ccnc2[nH]n1-c1ccccc1 | -6% | 25% |
| Cc1ccc2c(c1)c1c3n2CCN(C(=O)c2ccc(C(F)(F)F)cc2)C3CCC1 (configuration not stated) | 2% | 3% |
| Cc1cccc(NC(=O)CCn2cnnn2)c1C | -11% | 5% |
| CCc1cccc(C)c1NC(=O)C1CCCN(S(=O)(=O)c2cccc3nsnc23)C1 (configuration not stated) | -8% | 15% |
| c1ccn2cc(CSc3ccc4c(c3)OCCCO4)nc2c1 | 2% | -7% |
| COc1ccc2oc(=O)cc(-c3cc4ccccc4o3)c2c1 | -2% | -2% |
| Cc1nc(-c2ccc(C)c(S(=O)(=O)N3CCC(C(=O)Nc4ccc(Cl)cc4)CC3)c2)no1 | -13% | -22% |
| Cc1nc2c(c(C)c1CCC(=O)NCCN1CCCCCC1)c(=O)n(C)c(=O)n2C | 1% | -9% |
| COc1ccccc1-c1nc(SCC(=O)c2ccccc2)n[nH]1 | -2% | -7% |
| COc1ccc(-c2cc(C(=O)Nc3cccnc3Cl)no2)cc1OC | 4% | 1% |
| CCOc1ccc(-c2cc3nc(C4CCN(C(=O)OC(C)(C)C)CC4)c(C(=O)Nc4ccc(C)cc4Cl)cn3n2)cc1 | 4% | 34%[activator] |
| COc1ccc(N(Cc2cccs2)C(=O)c2ccc(OC)c(Cl)c2)cc1 | -16% | -12% |
| C=CCSc1ccccc1NS(=O)(=O)c1ccc(S(=O)(=O)N(CC)CC)cc1 | -7% | -3% |
| Cc1[nH]c2ccccc2c1C(=O)C(=O)NCCCC(N)=O | -9% | -4% |
| CCCOc1ccc(Nc2cc(C)nc(C)n2)cc1 | 4% | 5% |
| CCN(CC)S(=O)(=O)c1ccc2c(c1)N(CC(=O)Nc1ccc(Cl)cc1)C(=O)C1CCCN21 (configuration not stated) | -18% | -28% |
| CCc1ccccc1NC(=O)Cc1c(C(=O)O)[nH]c2ccc(Cl)cc12 | -2% | -1% |
| CC(C)c1ccc(NC(=O)c2cc(F)c(F)cc2Cl)cc1 | -1% | 0% |
| CCN(c1ccc(OC)cc1)S(=O)(=O)c1ccc2[nH]c3c(c2c1)CCCCC3 | -3% | ? |
| Cc1cc2oc(=O)cc(COC(=O)C3CCCO3)c2cc1C (configuration not stated) | -3% | -7% |
| CC(=O)Oc1ccc2c(=O)c(-c3ccc4c(c3)OCCO4)c(C)oc2c1 | -11% | -9% |
| CCCCc1nc(NCc2ccncc2)c(C#N)c2c1CCCC2 | -10% | -14% |
| CN(CC(=O)Nc1ccccc1)C(=O)C(C)(C)C#N | 0% | 2% |
| Cc1cccc(N2CCN(C(c3ccc(F)cc3)c3nnc(-c4ccccc4)o3)CC2)c1C (configuration not stated) | -10% | 12% |
| CC(C)(C)c1ccc(/C=N/NC(=O)Cc2ccc(Cl)cc2)cc1 | 3% | -12% |

Source: PubChem BioAssay (National Center for Advancing Translational Sciences (NCATS))
